Screening results (PubChem BioAssay)
Tn6 DDE FP = inhibitors of Tn6 peptide binding to fibrin DD(E), primary screen, biochemical, fluorescence polarization, human fibrin, Tn6 probe. Fibrinogen beta chain (Homo sapiens), P02675. Fibrin DD(E) TRITC-Tn6 fluorescence polarization displacement. inhibition, % at 8.3 µM. 370,000 compounds, 0.21% hits. AID 720509, 2013;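 active = inhibition above a per-campaign cutoff: mean of compounds within control limits plus 3 SD, cut at about 15% in these data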;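 also: 0% = median of all compound wells on the plate and 100% = blocking peptide control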
HGIII-sPLA2 inh = human group III sPLA2 inhibitors, primary screen, biochemical, QFRET, BODIPY PC-A2 liposome substrate. AID 743126, 2013. QFRET BODIPY PC-A2 liposome hydrolysis, fluorescence. inhibition, % at 12.2 µM. 370,000 compounds, 0.56% hits. Group 3 secretory phospholipase A2 (Homo sapiens), Q9NZ20;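 active = inhibition above mean plus 3 SD of compounds lying within the high and low control bounds, cut at about 19% in these data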;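 also: 0% = median of test compound wells and 100% = no enzyme DMSO wells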
ADAM10 inh = human ADAM10 inhibitors, primary screen, biochemical, QFRET, HTS; Disintegrin and metalloproteinase domain-containing protein 10 (Homo sapiens), O14672; recombinant ADAM10, EDANS/DABCYL FRET peptide cleavage, 3 h; inhibition, % at 7 µM; AID 720582, 2013; 370,000 compounds, 0.62% hits;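 active = inhibition above a per-campaign cutoff equal to the mean of compounds falling between control-based bounds plus 3 SD, cut at about 20% in these data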;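 also: 0% = DMSO wells while the 100% control is not disclosed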
NPR2 activator = human GC-B receptor activators, primary screen, HEK293 GC-B cells, cGMP TR-FRET, EC30 CNP. activation, % at 10 µM. AID 1920062, 2024. Atrial natriuretic peptide receptor 2 (Homo sapiens), P20594. 370,000 compounds, 0.11% hits. 0% at EC30 CNP, 100% saturating CNP;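 active = activation at 10 µM reaching about 35% in either raw or pattern-adjusted values, limit read from the data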
ARFGAP1 inhibitor = inhibitors of rat ARFGAP1 GAP activity, primary screen, biochemical, fluorescence polarization, GDP tracer; inhibition, % at 16.5 µM; AID 651572, 2012; 360,000 compounds, 0.26% hits; Arfgap1-stimulated ARF1 GTP hydrolysis, GDP FP detection;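 active = inhibition above a per-plate limit, mean inhibition of low control wells plus 3 SD, cut at about 25% in these data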;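 also: 0% = DMSO wells with enzyme and 100% = wells lacking Arfgap1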
Target sequence (Q62848 1-136 limits assumed): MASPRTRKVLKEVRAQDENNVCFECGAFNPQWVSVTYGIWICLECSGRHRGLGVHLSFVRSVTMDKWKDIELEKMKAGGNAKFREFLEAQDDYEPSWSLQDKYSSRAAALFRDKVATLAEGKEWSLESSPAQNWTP
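Assay system: Rat Arfgap1 GAP domain (His6, aa 1-136), purified enzyme | Buffer or medium: HEPES 25 mM pH 7.5, NaCl 150 mM, MgCl2, DTT | Schedule: GTP hydrolysis reaction 2 h at 25 °C | Signal: FP of antibody-bound GDP Alexa 633 tracer, ex 620/em 688 nm | Measure: Percent inhibition of Arfgap1-stimulated GTP hydrolysis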
ASAP1 inh = inhibitors of human ASAP1 ArfGAP activity, primary screen, biochemical, fluorescence polarization; Arf-GAP with SH3 domain, ANK repeat and PH domain-containing protein 1 (Homo sapiens), …; ASAP1-stimulated ARF1 GTP hydrolysis, GDP FP detection; inhibition, % at 16.5 µM; 360,000 compounds, 0.19% hits; AID 624377, 2012; in the data active = inhibition above about 25%;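 also: 0% = vehicle with enzyme and substrate and 100% = no enzyme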
Target sequence (Q9ULH1 325-724 limits assumed): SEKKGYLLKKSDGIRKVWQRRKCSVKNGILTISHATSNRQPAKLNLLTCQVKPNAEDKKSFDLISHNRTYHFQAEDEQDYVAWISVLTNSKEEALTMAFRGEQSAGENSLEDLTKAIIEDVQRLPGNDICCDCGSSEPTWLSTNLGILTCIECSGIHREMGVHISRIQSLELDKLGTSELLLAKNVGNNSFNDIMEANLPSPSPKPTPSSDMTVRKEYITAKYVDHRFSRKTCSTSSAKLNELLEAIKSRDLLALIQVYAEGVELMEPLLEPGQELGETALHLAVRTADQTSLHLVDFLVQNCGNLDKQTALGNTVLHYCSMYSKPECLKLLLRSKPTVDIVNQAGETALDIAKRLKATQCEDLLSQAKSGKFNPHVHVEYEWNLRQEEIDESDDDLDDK
NPR1 activator = GC-A stimulated cGMP production enhancers – HEK293 GC-A cells, cGMP TR-FRET, EC30 ANP, primary screen; Atrial natriuretic peptide receptor 1 (Homo sapiens), P16066; 0% at EC30 ANP, 100% saturating ANP; activation, % at 10 µM; 370,000 compounds, 0.14% hits; in the data active = activation above about 40%
KLK7 zymogen act = proKLK7 zymogen activators, primary screen, biochemical, fluorescence intensity. 370,000 compounds, 0.9% hits. purified proKLK7, EDANS-DABCYL substrate fluorescence; 100% is mature enzyme control, 0% vehicle. AID 652039, 2013. activation, % at 7 µM;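 active = activation above the mean of all tested compounds plus 3 SD, computed per campaign excluding outliers beyond control limits, cut at about 13% in these data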
Target sequence (P49862 whole entry, looked up): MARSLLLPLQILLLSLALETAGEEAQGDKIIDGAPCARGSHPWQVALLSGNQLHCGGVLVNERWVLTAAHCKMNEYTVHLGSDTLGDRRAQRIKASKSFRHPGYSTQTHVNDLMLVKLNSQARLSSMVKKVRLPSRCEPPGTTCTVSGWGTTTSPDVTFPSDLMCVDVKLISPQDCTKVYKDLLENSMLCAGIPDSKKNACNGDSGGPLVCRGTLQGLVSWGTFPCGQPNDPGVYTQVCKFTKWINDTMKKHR
rCAG RNA binder = binders of r(CAG) RNA repeats, primary screen, biochemical, fluorescence; r(CAG) RNA repeat, TO-PRO-1 dye displacement fluorescence; inhibition, % at 3 µM; 370,000 compounds, 1.3% hits; AID 651821, 2012;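 active = inhibition above the plate cutoff, the mean of all test compounds on that plate plus 3 SD, cut at about 35% in these data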;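 also: 0% = DMSO alone and 100% = 100 µM mitoxantrone as full dye displacement; higher means more dye released from RNA so lower well fluorescence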
GAA850 FXN act = FXN promoter activators, primary screen, cell-based, luciferase luminescence, HEK293 lucGAA850; HEK293 lucGAA850 FXN promoter luciferase reporter, 24 h; percent of 10 µM SAHA response; activation, % at 6 µM; 360,000 compounds, 0.56% hits; AID 540364, 2011;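 active = activation above the average of all compounds screened plus 3 SD, cutoff fixed separately per campaign, cut at about 7.5% in these data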;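 also: 0% = DMSO wells and 100% = 10 µM SAHA wells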
* = called active by the depositor; i = inactive; . = no result given. Not a hit list, and some 4.5% of all compounds hit somewhere here.

Under each structure: Tn6 DDE FP	HGIII-sPLA2 inh	ADAM10 inh	NPR2 activator	ARFGAP1 inhibitor	ASAP1 inh	NPR1 activator	KLK7 zymogen act	rCAG RNA binder	GAA850 FXN act
- CCOc1ccc(CCN2C(=O)C(=O)N([C@@H](Cc3ccccc3)CN3CCC[C@H]3CN3C(=O)C(=O)NC[C@@H]3Cc3ccccc3)C[C@@H]2CC(C)C)cc1
    5	-1	11	-1	0	-6	1	0.4	6	.
- COc1cc(S(=O)(=O)N2CCOCC2)ccc1NC(=O)COC(=O)c1ccc(Cl)nc1
    0	5	-8	1	6	7	1	0.3	3	2.2
- O=C(NC1CC2CCCC(C1)N2C(=O)NC1CCCCC1)c1ccc(F)cc1 (configuration not stated)
    -1	-5	-7	2	-2	-3	-1	0.1	-8	1.4
- CC(NC(=O)CSc1nc2ccccc2n1C)c1ccccc1 (configuration not stated)
    -1	-1	-7	4	1	-3	-7	0.6	-1	1.9
- Cc1cc(C)nc(SCc2nnc(SCC(=O)NCc3ccco3)n2-c2ccccc2)n1
    0	-2	1	-5	3	2	-2	0.1	0	0.3
- O=C(O)c1ccc(Oc2ccccc2)o1
    3	2	6	6	1	7	-2	-0.1	-1	0.6
- COc1ccc(CCN2CCCC(CN(C)C(=O)c3ccoc3C)C2)cc1 (configuration not stated)
    -2	3	-7	5	8	3	1	-0.9	-6	1.9
- N#C/C(=C\c1ccco1)C(=O)Nc1ccc(S(N)(=O)=O)cc1
    2	-3	-2	-4	7	-8	-2	-0.4	1	2.7
- CCN1CCN(CCCNC(=O)c2ccc3c(c2)NC(=O)c2ccccc2S3)CC1
    -4	8	-23	-4	-1	12	1	0.2	2	-1.0
- O=C(C(=O)N1CCN(c2ccccc2F)CC1)c1c[nH]c2ccccc12
    10	-15	9	-2	-11	5	-4	-0.4	-1	-0.1
- CC(C)(C)S(=O)N1Cc2cc(CO)cc(CCO)c2[C@H]1CCO (some centres not stated)
    3	0	-2	6	-1	8	2	0.1	2	0.5
- O=C(CSc1nnnn1-c1ccc(O)cc1)Nc1ccc(N2CCOCC2)c(Cl)c1
    3	-41	8	6	22	4	4	0.1	4	-0.2
- COc1ccccc1Oc1ccc2c(c1)C(=O)N(c1ccc(O)cc1)C2=O
    -2	-4	3	4	-9	-7	3	0.1	0	-1.2
- NS(=O)(=O)c1ccc(CCNC(=O)c2ccc(Br)s2)cc1
    -5	-8	-1	-6	-2	6	1	0.2	2	1.8
- CCOC(=O)C1=C(C)NC2=C(C(=O)CC(C)(C)C2)C1c1cccc(C)n1 (configuration not stated)
    -4	6	i	-4	8	1	-3	1.8	-3	-4.4
- O=C(Nc1nnc(SCC(=O)N2CCCc3ccccc32)s1)c1ccc2ccccc2c1
    -2	20*	-1	5	-4	6	1	-0.3	2	5.7
- COc1ccc(C(=O)OCC(=O)Nc2ccc3c(c2)OCCO3)c(OC)c1
    8	2	-11	0	0	6	3	0.1	0	-0.4
- COc1ccc2[nH]c(=O)c(CN(C)C(=O)c3ccncc3)cc2c1
    -1	4	-101	-1	-3	-7	-4	0.6	1	-0.5
- Cn1cc(CN2CCC(n3nccc3NC(=O)c3ccccc3Cl)CC2)c2ccccc21
    -3	-33	0	-9	-2	0	-10	0.2	-2	1.1
- CC(C)(C)NC(=O)C1c2ccccc2OCC(=O)N1CC(F)(F)F (configuration not stated)
    -2	7	-19	-4	14	-1	1	0.1	0	.
- CN1CCN(c2ncnc3sc(-c4ccccc4)cc23)CC1
    6	-5	-23	-3	-2	-4	3	0.6	-3	3.8
- CC(=O)Nc1ccc(S(=O)(=O)N(C)CC(=O)Nc2cccc(S(=O)(=O)N3CCCC3)c2)cc1
    -3	-7	5	-1	11	2	1	0.1	8	0.9
- CC1CCCN(S(=O)(=O)c2ccc(NC(=O)C3CC(=O)N(c4ccccc4)C3)cc2)C1 (configuration not stated)
    1	-1	6	-3	-2	-1	0	0.3	4	2.0
- OC1(Cc2ccccc2)CCN(c2ncnc3sccc23)CC1
    -5	-1	4	-10	.	.	0	.	.	.
- Cc1ccccc1CC(=O)N1CCN(S(=O)(=O)c2cccs2)CC1
    -5	4	-12	0	9	-1	0	-0.6	-4	0.9
- CC1Sc2ccc(C(=O)NCc3cccc(C(F)(F)F)c3)cc2NC1=O (configuration not stated)
    -3	1	-11	2	-12	-12	2	0.3	2	3.1
- Cc1ccc(/C=C/C(=O)N2CCN(c3ncccn3)CC2)o1
    -3	-5	2	-3	1	-10	2	0.7	7	4.8
- COc1ccc(COCC(O)CN2CCC(CN3C(=O)c4cccc5cccc(c45)C3=O)CC2)cc1OC (configuration not stated)
    -1	-5	-313	2	14	9	-3	0.2	2	-0.6
- Cc1c(CN2CCCCC2)c(O)n(CCCO)c(=O)c1C#N
    -3	4	-30	-4	-2	9	-5	2.5	3	0.6
- C/C(=N/NS(=O)(=O)c1ccc(CC(C)C)cc1)c1ccncc1
    -4	5	-4	-1	-1	-6	1	0.1	-3	-1.4
- CN(C)Cc1c(C(=O)N/N=C/c2cccnc2)nnn1-c1nonc1N
    -3	1	-1	8	-5	-5	4	-0.2	-2	-2.2
- CC(C)NC(=O)N(C)C[C@H]1Oc2c(NS(=O)(=O)c3cccs3)cccc2C(=O)N([C@H](C)CO)C[C@@H]1C
    -2	1	-4	4	3	2	2	-0.8	5	0.8
- Cc1onc(-c2ccccc2)c1-c1ccnn1C(=O)NC(C)C
    8	1	-1	1	2	11	2	0.7	-8	-0.1
- CCCCc1c(O)nc(SCC(=O)c2ccccc2)[nH]c1=O
    -3	4	-9	0	3	-15	6	-0.1	1	2.3
- CCn1c(Cc2cccs2)nnc1SCC(=O)Nc1ccc(OCc2ccccc2)cc1
    0	-38	12	-12	.	.	3	0.4	2	.
- COc1cccc(Nc2ncccc2C(=O)O)c1
    -1	6	7	-1	-3	-6	0	0.2	-2	3.5
- Cc1cccc(OC2CCN(Cc3nc(CC4CC4)no3)CC2)c1
    -3	-1	6	0	6	11	-2	0.3	-9	-0.9
- CC(=O)Nc1ccc(C(=O)CSc2nnnn2C2CCCC2)cc1
    -4	-32	2	1	9	-3	-5	0.3	-5	1.5
- CC1Oc2ccccc2N(CC(=O)NCc2cccs2)C1=O (configuration not stated)
    2	4	0	2	1	1	0	-0.1	-1	4.5
- CCOC(=O)[C@H]1[C@H]2COc3cc(OC)ccc3[C@@H]2N2C(=O)CN(Cc3ccccc3)C(=O)[C@@]12C
    -1	4	-4	-9	-2	3	-1	0.9	-1	0.8
- CNC[C@H]1Oc2c(NS(=O)(=O)c3ccc(OC)cc3)cccc2C(=O)N([C@H](C)CO)C[C@H]1C
    3	5	2	5	-5	-9	0	0.0	4	1.9
- CCCCNC(=O)Nc1c(C(=O)OCC)[nH]c2ccccc12
    1	4	-10	1	5	11	-1	-0.7	11	2.9
- O=c1cc(-c2ccc(O)cc2)oc2c(C3OCC(O)C(O)C3O)c(O)c(C3OC(CO)C(O)C(O)C3O)c(O)c12 (configuration not stated)
    -6	0	-7	-2	-1	-5	3	-1.1	2	0.2
- COC(=O)c1cc(C(=O)NCC2CCCCC2)cc([N+](=O)[O-])c1
    2	-2	-3	6	-5	16	-1	0.1	1	-1.1
- O=C(CCS(=O)(=O)c1ccccc1)Nc1nnc(-c2ccco2)o1
    2	1	3	4	-5	6	1	0.1	4	-1.0
- CSCCC(C(=O)N(C)CC(=O)Nc1cccc(F)c1)N1C(=O)c2ccccc2C1=O (configuration not stated)
    -2	-1	-10	-1	-10	6	0	0.0	3	5.3
- CCCOc1ccc(NC(=O)CC2C(=O)N(C)C(=S)N2Cc2ccc3c(c2)OCO3)cc1 (configuration not stated)
    3	-67	13	1	6	13	-2	0.9	3	-2.4
- COc1cc(/C=C2\SC(=S)N(NC(=O)c3cccc(O)c3)C2=O)ccc1O
    -13	-6	-2	-2	11	-2	-4	0.8	17	0.1
- COc1cccc(/C=C/C(=O)OCC(=O)NCC2CCCO2)c1OC (configuration not stated)
    7	1	-4	-1	5	-6	0	0.4	-2	0.9
- COC(=O)C1(C)CCc2c(ccc3ccccc23)C1=O (configuration not stated)
    -1	9	i	9	-11	3	3	7.3	1	.
- Cc1ccc(C)c(NC(=O)c2cnccn2)c1
    -5	7	-7	-4	9	12	5	-0.5	4	1.7
- CCN(CC)CCNC(=O)c1ccc(NC(=O)c2ccc3c(c2)CCC3)cc1
    -1	-7	7	1	-2	-5	-6	-0.6	-3	0.8
- Cc1ccccc1N=C1NC(=O)CS1
    -4	2	-8	-2	3	6	-4	-0.6	9	1.1
- CCCCc1nc(SCC(=O)Nc2nnc(CCCC)s2)n[nH]1
    -5	-3	3	-6	1	2	-2	0.0	-3	-0.5
- CCc1cc(=O)oc2cc(C)cc(OCC(=O)NCCCN3CCOCC3)c12
    6	-3	-381	-4	1	12	-2	10	-2	1.5
- CC(C)(C)c1nnc2sc(SCC(=O)c3ccccc3)nn2c1=O
    6	-6	-6	-1	2	-5	-2	-0.1	2	-0.4
- COc1cccc(NC(=O)CN(C)C(=O)CC(C)c2ccccc2)c1 (configuration not stated)
    -5	2	-12	0	11	10	-4	-0.6	-7	2.5
- CN1C(=O)[C@H]2[C@@H](c3ccc(C(F)(F)F)cc3)N[C@]3(CCCN(Cc4ccc(Cl)cc4)C3=O)[C@H]2C1=O
    -2	3	-23	6	9	0	-2	0.1	0	-4.8
- CCCCN(C(=O)c1cccc(-c2ccc(OC(C)=O)cc2)c1)c1c(N)n(CCC)c(=O)[nH]c1=O
    -5	-13	0	1	11	18	-2	-0.4	-2	0.9
- O=C(COC(=O)Cc1ccc(Br)cc1)NCc1ccc2c(c1)OCO2
    -3	-8	12	1	-7	-2	1	0.5	1	-0.1
- CC(=O)NC(Cc1ccccc1)C(=O)Oc1ccc2ccccc2c1 (configuration not stated)
    1	-3	-21	2	6	-8	1	1.9	5	-0.6
- CC1Sc2ccc(S(=O)(=O)CCC(=O)N3CCc4ccccc43)cc2NC1=O (configuration not stated)
    6	3	-3	-6	-2	8	-6	-0.6	2	0.7
